Screening data: PubChem BioAssay, Broad Institute
PGC1a acetyl inh: PGC1a acetylation modulation, inhibitor mode; inhibition, % at 15.6 µM; 350,000 compounds, 0.17% hits; AID 651687; U2OS PGC1a acetylation, AlphaScreen anti-acetyl-lysine; with virally co-expressed GCN5 acetyltransferase;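 active = every replicate shows inhibition of at least 40%; inconclusive = mean inhibition at least 40% but some replicate below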;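 also: 0% = neutral control wells and 100% = positive control wells; some results beyond the cut were filed as inactive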
PglD DTNB: blocks C. jejuni PglD acetyltransferase activity; AID 602405; 360,000 compounds, 0.098% hits; purified PglD enzyme, DTNB colorimetric CoA detection; inhibition, % at 12.5 µM; in the data active = inhibition above about 16%, passing the limit was not always enough; inconclusive = no clear call, values can overlap the other calls; also: strong numbers were not always called active
Numbers without * were called inactive; ? = inconclusive. A portion of the library (hit frequency here may not be typical).

PglD DTNB	PGC1a acetyl inh	molecule
-2	-15	CCN(CC(=O)Nc1ccc2c(c1)OCCO2)S(=O)(=O)c1cccs1
2	9	CCOC(=O)CSc1nnc(SCCN2C(=O)c3ccccc3C2=O)s1
-4	8	CC1(C)CC(=O)C2=C(C1)N=C1c3ccccc3C(=O)C1C2c1ccc(Cl)cc1 (configuration not stated)
9	3	O=C(CC12CC3CC(CC(C3)C1)C2)Nc1c(F)cccc1F
-2	7	Cc1nc2ccc(NC(=O)N3CCCCC3)cc2s1
-7	-24	CCN1CCN(c2c(Cl)cccc2NC(=O)c2ccc(Br)o2)CC1
0	12	O=C(CCn1nc(-c2ccccc2)c2ccccc2c1=O)NCC1CCCO1 (configuration not stated)
1	-2	CC(C)(C)NC(=O)CN(C(=O)CS(=O)CC(=O)Nc1ccc(F)cc1)c1ccc(F)c(Cl)c1 (configuration not stated)
-2	2	Cc1cc(NC(=O)CCCC(=O)N(CC(=O)NCCc2ccccc2)Cc2ccc(F)cc2)no1
-4	2	O=C(c1cccnc1)N1CCN(Cc2cccc(Br)c2)CC1
-8	-1	CCC(C)c1ccc(-c2cc(C(=O)OCC(=O)Nc3cc(C)on3)c3ccccc3n2)cc1 (configuration not stated)
-3	12	Cc1ccc(-n2c(Cc3ccccc3)nnc2SCC(=O)NNC(=O)Cc2ccccc2)cc1
-1	-3	COc1ccc(/C=N/NC(=O)C2CCN(c3ncc(C(F)(F)F)cc3Cl)CC2)cc1
4	3	CCOC(=O)C1CCN(S(=O)(=O)c2ccc(C(C)=O)cc2)CC1
5	3	Cc1ccc(-c2n[nH]c(=S)n2/N=C/c2ccc(C)s2)cc1
-6	1	COc1ccc(CSc2nnnn2C)cc1F
-1	-6	CCCOc1ccc(C(C)=O)cc1CSc1nc(O)cc(=O)[nH]1
-31	-8	O=C(Nc1ccc(Cl)cc1)N(Cc1cccs1)Cc1cccs1
-3	-12	O=C(NC(=S)NCc1ccccc1)C1CCCCC1
13	-22	O=C1OCCN1c1c(-c2ccccc2)c(-c2cccs2)nc2c(-c3ccccc3)cccc12
-10	40	Cc1nnc(NC(=O)C(C)Oc2ccc3c(C)cc(=O)oc3c2)s1 (configuration not stated)
6	24	CCN(CC)C(=O)Cn1c(=O)n(Cc2ccccc2Cl)c2c1c(=O)n(C)c(=O)n2C
1	-10	CSc1nc2nc(-c3ccccc3)cc(=O)n2[nH]1
-1	7	CCn1c(CNC(=O)c2cccc(C)c2)nnc1SCC(=O)NC1CCCCC1C (configuration not stated)
4	-1	CCC(C)(C)NC(=O)C(c1cccn1C)N(C(=O)Cn1nnc2ccccc21)c1ccc(F)cc1 (configuration not stated)
-1	1	Cc1c(NC(=O)c2ccc3c4c(cccc24)CC3)c(=O)n(-c2ccccc2)n1C
5	-19	N#C/C(=C(/O)C(Cl)c1ccccc1)c1nc2ccccc2s1 (configuration not stated)
0	-13	COC(=O)c1ccc(NC(=O)Cn2nnc3ccccc32)cc1
2	0	Cc1nc2ccccc2nc1N1CCCCC1
-3	-1	O=C(COC(=O)CN1C(=O)c2ccccc2C1=O)Nc1ncc(Cl)cc1Cl
0	-13	COc1cc(OC)c(OC)cc1CN(C)CCc1ccccn1
8	6	CCNC(=O)CC1C(=O)N(c2ccc(F)cc2)C(=O)N1CCc1ccc(OC)cc1 (configuration not stated)
-4	25	CC(C)(C)Sc1ccc(N)nc1
3	5	CC(C)(C)NS(=O)(=O)c1ccc(CCC(=O)NCc2cccnc2)cc1
-6	2	O=C(CCSCCc1ccccn1)Nc1ccccn1
-3	-1	Cc1ccc(-n2ncc(C(=O)O)c2C2CCN(C(=O)OC(C)(C)C)CC2)cc1
1	-7	CC1CN(C(=O)CCc2ccccc2)C(C)CN1C(=O)CCc1ccccc1 (configuration not stated)
0	6	Fc1ccc(NC(=S)N2CCCC2)cc1
-3	-2	Cc1cc(=O)oc2cc(OCC(=O)NCCCN3CCOCC3)ccc12
-2	-47	O=C(CCN1C(=O)c2ccccc2C1=O)N1CCN(c2ccccn2)CC1

3 entries out of the list, sorted by length of the SMILES, ascending.
PglD DTNB	PGC1a acetyl inh	molecule
-4	25	CC(C)(C)Sc1ccc(N)nc1
-6	1	COc1ccc(CSc2nnnn2C)cc1F
0	6	Fc1ccc(NC(=S)N2CCCC2)cc1

Continued:
PglD DTNB	PGC1a acetyl inh	molecule
3	3	Cc1c(C(=O)OCc2ccccc2)[nH]c2c1C(=O)CC(c1ccco1)C2 (configuration not stated)
1	-29	Cc1nn(Cc2cccc(C(=O)NC3CCCCC3)c2)c(C)c1Cl
3	-5	CCn1cc(/C=N/NS(=O)(=O)c2ccc(C)cc2)c(C)n1
2	3	CCOc1ccc(-n2nnnc2SCC(=O)c2ccccc2)cc1
-4	-12	CCn1c2ccccc2c2cc(NC(=O)CSc3nnc(-c4cccc(Cl)c4)o3)ccc21
4	-2	O=C(Cn1c(=O)sc2ccccc21)Nc1ccccc1C(=O)O
-10	5	Cc1ccc(-c2cc(C(F)(F)F)c(C#N)c(SCCC#N)n2)o1
-10	-6	O=C(O/N=C\c1ccc(N2CCCCC2)c([N+](=O)[O-])c1)c1c(F)cccc1F
0	-10	CCOC(=O)c1ccccc1NS(=O)(=O)c1ccccc1
-2	-2	C=CCC(C#Cc1ccccc1)[N+](C)(C)CC=C (configuration not stated)
-2	-19	Cc1cccc2cc(CN(CCCO)C(=O)Nc3ccc(Cl)cc3)c(=O)[nH]c12
-1	6	CCc1ccc(NC(=O)c2ccc3nc(N)sc3c2)cc1
-4	-7	CCCc1cc(C(=O)O)c2ccccc2n1
-1	5	CC/C(=N\O)c1ccc(OC)c(OC)c1
-1	3	CCc1c(C)c2c(C)[nH]nc2oc1=O
2	-14	CC(C)n1cc(NC(=O)c2cc(-c3ccccc3)on2)cn1
-4	13	CC1CN(CC(=O)c2c(N)n(Cc3ccccc3)c(=O)n(C)c2=O)CC(C)O1 (configuration not stated)
4	10	CN(Cc1ccccc1)c1nc(-c2ccc([N+](=O)[O-])cc2)nc2ccccc12
-1	-2	CCC(C)Sc1ccc(-c2nc3ccccn3c2NCc2ccccc2)cc1OC (configuration not stated)
-11	5	CCN1C(=O)/C(=C/N2CC(C)CC(C)C2)SC1=S (configuration not stated)
-4	-21	Cn1c(=O)c2cc(S(=O)(=O)NCCC(=O)Nc3ccc(Cl)cc3)ccc2n(C)c1=O
0	-5	Cc1ccc(Cn2ncc3c(N4CCCC4)ncnc32)cc1
-4	-4	COC(=O)C1=C(C)N(C)C(=O)NC1c1ccccc1 (configuration not stated)
1	11	CCCS(=O)(=O)c1c(S(=O)(=O)CCC)c2c(N)cccn2c1C(=O)c1ccc(F)cc1
4	1	O=C(NC1CCCCC1)N1CCN(CCc2ccccc2)CC1
3	4	O=C(NC1CCCCC1)C(c1cccs1)N(C(=O)c1ccco1)c1ccc2c(c1)OCCO2 (configuration not stated)
3	0	CCCCNC(=O)c1ccc2c(c1)ncn2C1CCCCC1
-1	9	CCN(N=Nc1cccc([N+](=O)[O-])c1)c1cccc([N+](=O)[O-])c1
-5	0	Cn1c(CN2CCCCC2)nc2cc(NC(=O)c3cccs3)ccc21
3	-8	O=c1c2cc(Br)ccc2nc2n1CCCCC2
5	-1	CN1C(=O)CC(N2CCC(c3nc4ccccc4s3)CC2)C1=O (configuration not stated)
6	4	C=CCn1c2ccccc2c2nnc(SCC(=O)OCN3C(=O)c4ccccc4C3=O)nc21
0	?	O=C1/C(=C\c2ccco2)SC(=S)N1Cc1ccccc1
0	-3	COC(=O)CSc1nc2ncc(Cl)cc2[nH]1
11	-39	CCn1c(=N)n(CC(=O)c2cccc(OC)c2)c2ccccc21
7	-10	COc1ccccc1N1CCN(C(c2ccccc2Cl)c2nnnn2C(C)(C)C)CC1 (configuration not stated)
0	8	COC(=O)[C@H](C)NC(=O)Nc1ccc(Oc2ccccc2)cc1
2	-9	COc1cccc2c1OC1(C)CC2NC(=O)N1c1cccc(C(=O)N2CCN(c3ccccn3)CC2)c1 (configuration not stated)
-4	8	COc1cccc(N2CCN(c3c(C#N)c(C(F)(F)F)nn3C)CC2)c1
-3	-5	CC1(C)Cc2nc(N)c(C(=O)NCCO)cc2CO1
-10	-3	N#Cc1cc([N+](=O)[O-])ccc1Oc1cccc(/C=N/NC(=O)c2cccc(Cl)c2)c1
-4	18	CC(C)CCOCC(=O)Oc1ccccc1C(=O)O
-8	3	COc1cccc(C2=NOC(C(=O)Nc3cccc(C(C)=O)c3)C2)c1OC (configuration not stated)
4	-13	COc1ccccc1OCc1ccc(C(=O)NCc2ccco2)o1
3	-25	COc1ccc2nc(NC(=O)C3CCCN(S(=O)(=O)c4cccc5nonc45)C3)sc2c1 (configuration not stated)
35*	8	CS(=O)(=O)Nc1cccc(NC(=O)c2cccc3c(-c4cccnc4)coc23)c1
-1	-10	C=CCN=C(NC#N)SCC(=O)NCc1ccccc1
-5	-8	CS(=O)(=O)Nc1ccccc1Oc1ccccc1
-5	3	Nc1ccc(Oc2ccc(Cl)cc2)cc1
2	42	CN1CCCC1CCNS(=O)(=O)c1ccc(Br)cc1 (configuration not stated)
0	-3	CCCCOC(=O)Nc1sc2nc(C)cc(C)c2c1-n1cccc1
-9	1	O=S(=O)(c1ccccc1)n1nc(-c2ccccc2)nc1NCc1ccco1
-9	-32	Cc1ccc(S(=O)(=O)c2c(C)cc(C)nc2Oc2cccc(C(F)(F)F)c2)cc1
6	14	COc1ccc(-c2csc(=Nc3c(C)n(C)n(-c4ccccc4)c3=O)n2C(C)(C)C)cc1
5	8	CN1C(=O)N(C)C2(c3ccccc3)NC(=O)NC12c1ccccc1 (configuration not stated)
0	1	COc1cc(S(=O)(=O)N2CCC(c3nc4ccccc4s3)CC2)ccc1S(=O)(=O)N1CC(C)CC(C)C1 (configuration not stated)

Filtered by structure, the compounds so far with two or more sulfur atoms
PglD DTNB	PGC1a acetyl inh	molecule
-2	-15	CCN(CC(=O)Nc1ccc2c(c1)OCCO2)S(=O)(=O)c1cccs1
2	9	CCOC(=O)CSc1nnc(SCCN2C(=O)c3ccccc3C2=O)s1
5	3	Cc1ccc(-c2n[nH]c(=S)n2/N=C/c2ccc(C)s2)cc1
-31	-8	O=C(Nc1ccc(Cl)cc1)N(Cc1cccs1)Cc1cccs1
-11	5	CCN1C(=O)/C(=C/N2CC(C)CC(C)C2)SC1=S (configuration not stated)
1	11	CCCS(=O)(=O)c1c(S(=O)(=O)CCC)c2c(N)cccn2c1C(=O)c1ccc(F)cc1
0	?	O=C1/C(=C\c2ccco2)SC(=S)N1Cc1ccccc1
3	-25	COc1ccc2nc(NC(=O)C3CCCN(S(=O)(=O)c4cccc5nonc45)C3)sc2c1 (configuration not stated)
0	1	COc1cc(S(=O)(=O)N2CCC(c3nc4ccccc4s3)CC2)ccc1S(=O)(=O)N1CC(C)CC(C)C1 (configuration not stated)

More results
PglD DTNB	PGC1a acetyl inh	molecule
7	4	O=C(Nc1ccc(Cl)cc1)N1CCSCC1
1	-3	CC(C)C(C(=O)Nc1nccs1)c1ccccc1 (configuration not stated)
0	6	CC(C)(C)c1ccc(C(=O)CC(=O)c2cc(Cl)ccc2O)cc1
-1	5	COc1ccc(C2C(C(C)=O)=C(O)C(=O)N2CCCn2ccnc2)cc1OC (configuration not stated)
7	-9	O=C(Cc1cccc2ccccc12)N/N=C/c1ccc(OC(=O)/C=C/c2ccco2)cc1
-2	-10	OC(Cn1ccnc1)c1ccc(Cl)cc1Cl (configuration not stated)
4	2	CN(C(=O)c1ccccn1)c1nnc(-c2cnccn2)s1
2	2	NC(=O)c1ncc(C(F)(F)F)cc1Oc1ccc(F)cc1
6	3	Cc1cc(C=O)c(C)n1-c1ccc(N2CCOCC2)cc1
3	-7	CC(=O)c1cc2c(cc1NC(=O)c1c(-c3ccccc3)noc1C)OCO2
6	-27	Cc1ccc(-n2c(SCC(=O)NCC3CCCO3)nc3n[nH]c(C)c3c2=N)cc1Cl (configuration not stated)
1	11	CCCNC(=O)C1CN(S(=O)(=O)c2ccccc2)CCN1S(=O)(=O)c1ccccc1 (configuration not stated)
3	4	CCOC(=O)c1cc(C#N)c(N)nc1C
-3	-31	COC(=O)CCCNC(=O)OCc1ccc([N+](=O)[O-])cc1
7	-5	COc1ccc(OC)c(S(=O)(=O)Nc2cnc3ccccc3c2)c1
4	4	Cc1cccc(NC(=O)c2cc3c(n(-c4ccccc4)c2=O)CCCC3=O)n1
-6	7	COc1cc2nc(-c3ccc(Br)o3)oc(=O)c2cc1OC
-3	8	CCn1cc(/C=N/NS(=O)(=O)c2ccc(OC)cc2)c(C)n1
0	-10	CCCOc1c(OC)cccc1C1CC(=O)Nc2cc3c(cc21)OCCO3 (configuration not stated)
1	0	CC(Oc1ccccc1F)C(=O)NCCN1CCCCC1 (configuration not stated)
-14	-11	Cc1nc2nc[nH]n2c(=O)c1NC(=O)c1c(-c2ccccc2Cl)noc1C
7	0	CC(=O)N1CCc2cc(S(=O)(=O)NCCC(=O)NC3CCCc4ccccc43)ccc21 (configuration not stated)
4	32	O=C(c1cnc2n(c1=O)CCS2)N1CCN(c2ccc(Cl)c(Cl)c2)CC1
-6	2	CCC(=O)n1nc(-c2ccco2)nc1N
-2	-9	O=C(CCn1cccc1)N1CCc2ccccc21
2	-5	O=C(NNS(=O)(=O)c1ccc(Br)cc1)c1ccncc1
2	-2	COc1ccc(S(=O)(=O)N(CC(N)=O)C2CCCCC2)cc1Cl
